Screening data from PubChem.
MITF primary = blocks human microphthalmia-associated transcription factor; AlphaScreen MITF homodimerization, bead proximity signal; AID 1259374; O75030; actives 0.91% (n = 650,000); inhibition, % at 2.6 µM; in the data active means inhibition above about 50%;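 further: 0% = vehicle wells with protein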
Target sequence (O75030 whole entry, looked up): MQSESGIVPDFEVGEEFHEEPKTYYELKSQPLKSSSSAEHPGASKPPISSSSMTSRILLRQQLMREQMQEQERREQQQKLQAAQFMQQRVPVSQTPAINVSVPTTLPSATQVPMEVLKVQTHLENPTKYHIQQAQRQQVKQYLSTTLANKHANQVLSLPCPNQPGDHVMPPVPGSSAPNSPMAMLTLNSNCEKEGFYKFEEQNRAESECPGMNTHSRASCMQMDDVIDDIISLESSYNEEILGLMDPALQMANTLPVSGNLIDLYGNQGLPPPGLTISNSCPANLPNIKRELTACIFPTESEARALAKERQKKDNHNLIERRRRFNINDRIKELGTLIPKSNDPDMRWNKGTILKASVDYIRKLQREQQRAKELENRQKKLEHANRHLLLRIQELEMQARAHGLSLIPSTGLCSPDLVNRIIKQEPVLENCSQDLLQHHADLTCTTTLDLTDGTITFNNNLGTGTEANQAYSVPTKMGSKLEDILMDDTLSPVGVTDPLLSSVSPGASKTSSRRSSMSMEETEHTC
FBW7 activator = activators of human E3 ligase FBW7; Q969H0; AlphaScreen FBW7–phospho-cyclin E peptide binding, activator screen; normalized activity (activation), % at 26.1 µM; actives 0.13% (n = 650,000); in the data active means normalized activity above about 1.9%;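 further: purified mutant Fbw7 with reduced substrate affinity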
TEAD-YAP inh = TEAD-YAP interaction inhibition; actives 1.4% (n = 640,000); inhibition, % at 9.12 µM; HEK-TIYL cells, TEAD-Gal4/YAP UAS-luciferase luminescence; in the data active means inhibition above about 32%;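 further: 0% = median of test compound wells and 100% = reference inhibitor wells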
GPR151 activ = activators of human GPR151; Q8TDV0; AID 1508602; activation, % at 11.2 µM; actives 1% (n = 650,000); PathHunter beta-arrestin GPR151 cells, luminescence; in the data active means activation above about 4.9%;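 further: 0% = median of compound wells and 100% = cells with positive control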
Target sequence (Q8TDV0 whole entry, looked up): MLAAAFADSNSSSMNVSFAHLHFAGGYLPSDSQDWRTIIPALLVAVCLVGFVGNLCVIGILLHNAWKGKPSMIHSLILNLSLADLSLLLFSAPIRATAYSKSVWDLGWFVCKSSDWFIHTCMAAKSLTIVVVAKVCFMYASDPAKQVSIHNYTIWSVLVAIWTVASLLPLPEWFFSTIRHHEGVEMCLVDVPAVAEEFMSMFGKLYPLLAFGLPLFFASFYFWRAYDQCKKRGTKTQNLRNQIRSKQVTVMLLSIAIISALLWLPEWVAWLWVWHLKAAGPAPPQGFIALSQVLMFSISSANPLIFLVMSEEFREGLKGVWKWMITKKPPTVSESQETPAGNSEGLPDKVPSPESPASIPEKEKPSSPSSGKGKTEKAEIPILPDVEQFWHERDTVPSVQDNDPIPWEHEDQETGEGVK
* hit, by the source's call.

SMILES	MITF primary	FBW7 activator	TEAD-YAP inh	GPR151 activ
O=C(NCc1cccc(Cl)c1)c1noc2c1COc1ccccc1-2	0	0.6	4	-1.4
O=C(COc1ccccc1Br)N/N=C/C=C/c1ccccc1	13	0.0	-6	3.6
O=C1CCCC2=C1C(c1cccs1)c1c(n[nH]c1-c1ccc([N+](=O)[O-])cc1)N2 (stereo not drawn)	-1	0.0	42*	0.3
NS(=O)(=O)c1ccc(CNC(=O)CC23CC4CC(CC(Br)(C4)C2)C3)cc1	3	0.2	5	0.2
CC(C)c1ccc(NC(=O)C2C3C=CC4(O3)C2C(=O)N(CCCN2CCOCC2)C4C(=O)NC2CCCCC2C)cc1 (stereo not drawn)	7	0.0	4	-0.2
COc1ccc(C)cc1S(=O)(=O)N1CCN(c2cccc(C(F)(F)F)c2)CC1	16	0.3	-3	0.8
O=C(NC1CC1)c1cccc(-c2csc3ccccc23)c1	-10	0.3	3	-0.6
Fc1ccc(CSc2nc3ncc(Br)cc3[nH]2)c(Cl)c1	0	0.0	12	-0.3
CC(=O)N1c2ccccc2NC2=C(C(=O)CC(C)(C)C2)C1c1cccc(Br)c1 (stereo not drawn)	3	-0.3	-4	0.7
Cc1ccc(C(=O)NC2CCCC2)cc1N1CCCC1=O	7	-0.3	-8	-0.5
COc1ccc(C(=O)Nc2nn3c(-c4cccs4)nnc3s2)cc1OC	-9	-0.1	4	-1.3
Cc1cc(C(=O)CSc2nnc(-c3ccccc3)o2)c(C)n1C	2	0.0	2	1.4
Cc1cccc(OCCSc2nc3ccccc3n2CCC(=O)O)c1	-7	0.0	-1	-0.3
CC1CN(c2nc(-c3ccc(F)cc3)cs2)CC(C)O1 (stereo not drawn)	22	0.5	1	-0.3
O=C(CSc1nc2ccc([N+](=O)[O-])cc2[nH]1)Nc1cccn2cc(-c3ccccc3)nc12	-6	0.0	-9	-1.1
O=C(CCC1CCCCC1)NNC(=O)c1ccc(NS(=O)(=O)c2cccs2)cc1	6	0.0	-3	1.1
COc1cc(Br)ccc1/C=N\NC(=O)CC(=O)Nc1cccc(Cl)c1	-17	0.1	1	-0.2
COc1ccccc1CC(=O)NN1C(=O)c2ccccc2C1=O	19	0.6	-7	0.4
Cc1ccc(NC(=O)CSc2nc3n[nH]c(C)c3c(=N)n2-c2ccc(Cl)c(C)c2)cc1	8	0.1	1	0.7
O=S(CCSc1nnnn1-c1ccccc1)c1ccccc1 (stereo not drawn)	10	0.1	-4	0.2
O=S(=O)(Nc1ccc(-c2nnc3n2CCCCC3)cc1)c1ccc(F)cc1	-4	0.1	-10	3.6
CCc1ccc(-c2cn3ccsc3n2)cc1	15	0.1	-41	-1.2
C#Cc1cccc(NC(=O)c2ccc(OC)cc2)c1	5	0.2	7	-6.4
O=C(Nc1ccnn1C1CCN(Cc2ccccc2Cl)CC1)c1ccc2c(c1)OCO2	7	0.3	11	0.4
COc1cccc2sc(=NC(=O)c3ccc(S(=O)(=O)N(C)c4ccccc4)cc3)n(C)c12	-8	0.1	-12	-2.4
CC1CCCCC12NC(=O)N(CC(=O)Nc1cc([N+](=O)[O-])ccc1F)C2=O (stereo not drawn)	-2	0.0	5	-1.3
CCCN1CCc2nnc(CCNC(=O)C3CCCO3)n2CC1 (stereo not drawn)	-2	0.0	-2	0.6
COc1ccccc1Cn1c(N)c(C#N)c2nc3ccccc3nc21	0	0.1	-11	3.0
CCCCSCCCNC(=O)C1=C(C)C(=O)OC12CCC(C)CC2 (stereo not drawn)	-4	0.2	4	1.6
Cc1nn(C)cc1CN1CCC2(CC1)CC2C(=O)N1CCN(C/C=C/c2ccccc2)CC1 (stereo not drawn)	4	0.0	-2	-1.5
OC(COc1ccc(OCC(O)CN2CCOCC2)cc1)CN1CCOCC1 (stereo not drawn)	4	0.0	-5	-1.6
O=C1NC(=O)C(=Cc2ccc(OCc3c(Cl)cccc3Cl)cc2)C(=O)N1	1	-0.8	2	2.6
CCOc1cc(CNC(=O)c2cc(C3CC3)[nH]n2)cc(OCC)c1OCC	12	1.2	0	-0.3
COC(=O)CCCC(=O)Nc1cccc(C(=O)OC)c1	0	-0.1	-6	-1.1
CCc1cccc2c(CCNC(=O)Cn3nc(C)c(Cl)c3C)c(C)[nH]c12	16	0.8	9	-1.4
CCc1ccc2c(c1)-c1c(sn(-c3ccc(OC)cc3)c1=S)C(C)(C)N2	11	-0.4	0	0.1
C=CCSc1nnc2c(n1)OC(c1ccncc1)Nc1ccccc1-2 (stereo not drawn)	-6	0.0	-16	0.8
COc1cc2c(cc1OC)C(c1cccs1)NCC2 (stereo not drawn)	-7	-0.2	-10	-0.3
Cc1sc2nc(C)n3c(=O)n(CC(=O)Nc4ccc5c(c4)OC(C)(C)O5)nc3c2c1C	2	0.0	2	0.5
O=C(Nc1cc(F)c(-c2ccncc2)c(F)c1)C1COc2ccccc2O1 (stereo not drawn)	17	0.0	-15	0.7
CN(Cc1ccccc1)C(=O)c1ccc(N2CC3CC(C2)c2cccc(=O)n2C3)c(NC(=O)Cc2c(F)cccc2Cl)c1 (stereo not drawn)	1	0.0	-6	-0.2
COc1cncc(-c2cnc3c(NCc4cc(OC)c(OC)c(OC)c4)nccn23)c1	14	0.0	-10	-0.1
CCCCOC(=O)c1ccc(NC(=O)C(=O)NCc2ccc3c(c2)OCO3)cc1	1	0.0	1	-1.0
Cc1cc(C)c(-c2c(NCc3ccccc3)c(=O)c2=O)cc1C	21	0.6	1	1.2
O=C(C1CCCCC1)N(c1ccc(Cl)cc1)C1C=CS(=O)(=O)C1 (stereo not drawn)	-5	0.1	-4	1.0
COc1ccc(S(=O)(=O)NC(C)C(=O)Nc2cccc([N+](=O)[O-])c2)cc1 (stereo not drawn)	12	-0.1	7	2.6
N#Cc1ccc(/C=N/Nc2ccc(S(N)(=O)=O)cc2[N+](=O)[O-])cc1	8	0.2	11	-0.1
Cc1cc(C)cc(N2C(=O)NC(=O)/C(=C\c3ccc(N4CCOCC4)cc3C)C2=O)c1	-7	-0.1	0	2.4
Cn1c(=O)c2c(nc(NN)n2CCc2ccccc2)n(C)c1=O	12	-0.6	-3	1.2
CCOC(=O)COc1ccc2ccccc2c1C1NC(=O)NC(C)=C1C(=O)OCC (stereo not drawn)	17	-0.2	-3	-0.6
Cc1ccc(OCC(=O)NCCN(C)C)c(C)c1	2	-0.1	-2	0.8
COC(=O)c1cc2sccc2n1Cc1cc(=O)n2ccccc2n1	0	0.9	-19	-0.3
Cn1c(SCC(=O)Nc2cccc([N+](=O)[O-])c2)nc2c(c1=O)SCC2	6	0.8	-1	-0.4
COc1cccc(C2=C(C(C)=O)Sc3nnc(C4CCCCC4)n3N2C(C)=O)c1	8	-0.1	7	0.1
C#CCOC(=O)CCCC(=O)Nc1c(Cl)cc([N+](=O)[O-])cc1Cl	13	0.1	-5	2.0
CC(C)(C)c1csc(NNC(=O)c2ccc(Br)cc2)n1	-8	-0.2	-29	1.1
CCN(c1cccc(C)c1)c1c(-c2ccccc2)c(=O)c1=O	11	0.3	3	-1.9
CC1CCCC(C)N1c1nnc(NC(=O)Nc2ccccc2C(F)(F)F)s1 (stereo not drawn)	7	0.1	-8	-0.6
CCN1CCN(c2cc(C)c3cc(NC(=O)/C=C/c4cc(OC)ccc4OC)ccc3n2)CC1	4	-0.2	-46	0.6
CCOCCOC(=O)C1=C(C)N(C)C(=O)NC1c1ccccc1I (stereo not drawn)	8	0.0	7	-0.1

The listing continues.
SMILES	MITF primary	FBW7 activator	TEAD-YAP inh	GPR151 activ
CCc1ccc(OCC(=O)N2CCN(c3ccccn3)CC2)c(Br)c1	-6	0.1	-4	-2.1
COc1cc(C#N)ccc1OCc1ccccc1C	2	0.0	-26	4.4
Cc1ccc(C)c(S(=O)(=O)n2ccnc2)c1	2	0.0	-3	0.2
COc1cc2sc(=NC(=O)c3ccc(C(C)=O)cc3)n(C)c2cc1OC	-4	0.0	10	0.4
CCOc1cccc(CN2CCC(C(=O)N3CCN(Cc4ccccc4)CC3)CC2)c1O	39	0.0	7	3.5
CCN1C(=O)/C(=C/c2ccccc2)SC1=S	2	-0.1	-1	-0.1
O=C1OC(c2ccc(Cl)c([N+](=O)[O-])c2)=N/C1=C/c1cccc(Cl)c1Cl	-7	0.0	-1	-0.7
N=C1S/C(=C\c2cn[nH]c2-c2ccc(F)cc2)C(=O)N1c1ccc(Cl)cc1Cl	-1	-0.1	1	-0.2
COc1ccccc1CNC(=O)CCn1nc(-c2ccccc2)ccc1=O	-5	0.1	3	2.2
COc1ccc(-n2ccnc2CN2CCN(Cc3cccc(C)n3)C(CCO)C2)cc1 (stereo not drawn)	-10	-0.1	4	-0.9
CCC(Cc1ccccc1)NS(=O)(=O)c1c(C)nc2sccn2c1=O (stereo not drawn)	9	0.0	15	-1.7
COc1ccc(Cl)cc1NC(=S)NCCn1cc(Br)cn1	14	0.0	-2	-1.0
COC(=O)/N=C(\Oc1ccccc1)C(F)(F)F	2	0.1	-3	-0.5
O=C(O)CC(NS(=O)(=O)c1cccc2nsnc12)c1ccccc1 (stereo not drawn)	-1	0.1	-2	0.8
COc1ccc(Nc2cc(C(=O)NCC(OC)OC)c3ccccc3n2)cc1OC	-1	0.2	3	0.1
CC1(C)CC(=O)C=C(Nc2cc(-c3ccccc3)[nH]n2)C1	4	0.0	-2	0.6
Cc1ccc(OCCN=Cc2c(O)n(Cc3ccccc3)c(=O)[nH]c2=O)cc1	-2	0.1	7	1.2
OCC1CCCN1c1nc(NCCOc2ccccc2)c2ncn(-c3ccccc3)c2n1 (stereo not drawn)	-8	0.0	11	1.1
N/C(=N\c1nc2c(c(=O)[nH]1)CCCC2)Nc1ccccc1	-20	-0.1	-6	0.4
COc1ccc2cc3c(N)nn(C(=O)Cn4nc(C)c([N+](=O)[O-])c4C)c3nc2c1	15	0.5	15	3.5
CCCOC(=O)c1c(N)n(CCC)c2nc3ccccc3nc12	-8	-0.1	11	-1.8
COC(=O)c1ccc(N/C=C/C(=O)c2cccs2)cc1	-8	-0.1	53*	-5.3
CC1CCCN(S(=O)(=O)c2ccc3[nH]c(=O)cc(C(=O)NCc4ccccc4)c3c2)C1 (stereo not drawn)	8	0.0	9	0.7
Oc1ccccc1C1=NOC(O)(C(F)(F)F)C1 (stereo not drawn)	15	0.0	5	-0.5
CC(C)N(CCNc1nc(N2CCN(Cc3ccc4c(c3)OCO4)CC2)nc2c1ncn2-c1ccsc1)C(C)C	7	0.0	2	1.1
CCOC(=O)c1ccc(NC(=O)CN(Cc2ccc(Cl)cc2)S(C)(=O)=O)cc1	13	0.3	4	0.7
Cc1ccc(NCC(O)Cn2c3ccc(Cl)cc3c3cc(Cl)ccc32)cc1 (stereo not drawn)	-5	0.0	14	0.6
O/N=C1\CCCc2sccc21	3	0.1	-11	-1.0
COc1ccc(Cc2nnc(NC(=O)CC(C)c3ccccc3)s2)cc1OC (stereo not drawn)	9	-0.1	10	1.6
CCOC(=O)c1ccc(NCc2c(C(=O)OCC)nnn2-c2nonc2N)cc1	5	0.1	-5	1.7
CCOC(=O)c1[nH]c(C)c(C(=O)N2CCCCC2C)c1C (stereo not drawn)	15	0.1	-9	-0.7
O=C1N[C@@H](COCc2ccccc2)C(=O)N2C[C@@H](NCc3ccccc3)C[C@@H]12	15	1.0	10	-0.4
O=C(NCCCS(=O)(=O)N1CCN(c2ccccn2)CC1)c1cc2ccccc2o1	-7	-0.2	10	0.8
CC(Cl)(CCl)C(=O)NCCCN1CCOCC1 (stereo not drawn)	4	0.1	5	-0.9
N#Cc1c(Nc2ccccc2[N+](=O)[O-])sc2c1CCCC2	19	-0.4	-4	0.1
COc1ccc(CN2C(=S)N(C)C(=O)C2CC(=O)Nc2ccc(F)cc2)cc1 (stereo not drawn)	7	0.1	1	1.4
NS(=O)(=O)c1ccc(CCNC(=O)/C=C/c2ccc([N+](=O)[O-])cc2)cc1	8	0.2	20	-0.6
Cc1ccc(Cc2c(C)nc3c(C(=O)N4CCCCCC4)cnn3c2C)cc1	-5	-0.2	-21	0.6

Hits appear at their usual frequency; about 3.4% have a hit in one of these screens.
